Screening data (PubChem)
PriA SSB inh: inhibitors of Klebsiella pneumoniae PriA binding to SSB C-terminal tail | inhibition, % at 33 µM | AID 1272365 | AlphaScreen SSBct-PriA binding, biotinylated peptide | 0.6% of 430,000 active; in the data active = inhibition mostly above about 37%, no sharp cut-off; inactive = mostly below about 20%;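 also: plate controls were negative control peptide for no effect and reference peptide for full effect; strong numbers were not always called active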
MazF activator: increases E. coli MazEF RNase cleavage of RNA; P0AE70; FAM/BHQ RNA-DNA oligo cleavage fluorescence, 5 h; activation, % at 20 µM; 0.32% of 350,000 active; AID 504720; in the data active = activation above about 50%
TcdB GH inh: blocks C. difficile toxin B glycohydrolase activity. 0.24% of 350,000 active. AID 652162. TcdB glycohydrolase enzymatic assay, plate reader. inhibition, % at 9.99 µM; in the data active = inhibition above about 10%
CCHF vOTU inh: CCHFV vOTU protease inhibition; Pep-AMC fluorescence; inhibition, % at 11.5 µM; 0.55% of 370,000 active; AID 651958; in the data active = inhibition above about 30%; also: 0% = vehicle wells with enzyme and 100% = no enzyme wells
DUSP3 inh: blocks human VHR1 dual specificity phosphatase; AID 1654; recombinant VHR phosphatase, pNPP absorbance; inhibition, % at 13.3 µM; 0.52% of 290,000 active; in the data active = inhibition above about 50%; also: some compounds called inactive have numbers as strong as hits
Rv3671c protease: inhibitors of M. tuberculosis serine protease Rv3671c; 0.048% of 320,000 active; P9WHR9; inhibition, % at 5.96 µM; in the data active = inhibition above about 38%;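 also: extracellular domain of Rv3671c used as enzyme; 0% = enzyme with DMSO and 100% = no enzyme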
SARS 3CLpro inh: SARS-CoV 3CLpro protease inhibition; P0C6X7; recombinant SARS-CoV 3CLpro, quenched FRET peptide cleavage; inhibition, % at 6 µM; 0.14% of 290,000 active; AID 1706; in the data active = inhibition above about 12%
PrPC TRFRET: inhibitors of human cell surface prion protein PrPC. TR-FRET read-out. 0.43% of 370,000 active. AID 720596. P04156. inhibition, % at 13.8 µM; in the data active = inhibition above about 24%; also: 0% = median of the test wells and 100% = reference compound wells
Y pestis TopoI: inhibitors of Yersinia pestis topoisomerase I; Y. pestis Topo-I cleavage product accumulation, plate reader; activity, % at 10 µM; 0.064% of 360,000 active; AID 504884; in the data active = activity above about 50%, passing the limit was not always enough; also: inactives centre near 2
Vc quorum ag: inducers of Vibrio cholerae quorum light production without autoinducers; 0.16% of 350,000 active; activation, % at 18.7 µM; V. cholerae BH1578 lux reporter, luminescence, 6 h; in the data active = activation mostly above about 9.7%, no sharp cut-off; also: not every result past the cut was called active; inactives centre near 0; reference of the scale not given here
* hit, by the source's call; i = inactive; / = no result given. An excerpt; count on the stated rates, not on these rows.

Sample of the layout, two compounds:
Each structure is followed by: PriA SSB inh	MazF activator	TcdB GH inh	CCHF vOTU inh	DUSP3 inh	Rv3671c protease	SARS 3CLpro inh	PrPC TRFRET	Y pestis TopoI	Vc quorum ag
1	COc1ccc(CNC(=O)CN2C(=O)C3CCCN3c3ncc(Cl)cc32)cc1 (configuration not stated)
    -5	-45	/	-1	19	-28	-2	26*	0	3.6
2	CCn1c(C)nnc1SCC(=O)Nc1ccc2c(c1)OCCO2
    2	7	-8.1	14	13	-2	-2	3	-3	-3.1

Results, previewed entries included:
Each structure is followed by: PriA SSB inh	MazF activator	TcdB GH inh	CCHF vOTU inh	DUSP3 inh	Rv3671c protease	SARS 3CLpro inh	PrPC TRFRET	Y pestis TopoI	Vc quorum ag
1	COc1ccc(CNC(=O)CN2C(=O)C3CCCN3c3ncc(Cl)cc32)cc1 (configuration not stated)
    -5	-45	/	-1	19	-28	-2	26*	0	3.6
2	CCn1c(C)nnc1SCC(=O)Nc1ccc2c(c1)OCCO2
    2	7	-8.1	14	13	-2	-2	3	-3	-3.1
3	CCOc1ccc(NC(=S)NS(=O)(=O)c2cc(Br)ccc2OCC)cc1
    0	5	2.7	2	/	0	/	-2	-1	-0.8
4	COc1cc(NC(=O)CN2CCC(C)CC2)c(C)cc1[N+](=O)[O-]
    2	3	/	8	27	-8	-6	-3	3	-0.2
5	O=C(OCCN1CCOCC1)c1ccccc1
    -11	-12	-2.5	25	18	0	-4	9	-4	-2.1
6	CC1CN(CCCOc2ccc([N+](=O)[O-])cc2)CC(C)O1 (configuration not stated)
    6	2	/	-3	1	-1	0	-7	5	-0.1
7	Cc1ccc(C)c(OCC(=O)NCC2COc3ccccc3O2)c1 (configuration not stated)
    2	-3	2.8	0	/	-5	/	-7	25	i
8	O=C(O)CCCN1C(=O)C2C3CC(C2C1=O)C1C(c2ccccc2)c2sc(=O)[nH]c2SC31 (configuration not stated)
    12	-3	-1.4	3	20	7	4	0	3	i
9	CCC1(CC)C(=O)C=CNC1=O
    -1	8	0.9	3	/	-7	/	1	-1	-0.4
10	CCOC(=O)N1CCC(NC(=O)CS(=O)(=O)Cc2nc(-c3ccc(C)cc3)oc2C)CC1
    -3	7	1.1	5	46	5	-2	-7	-2	i
11	CC1(C(=O)NS(=O)(=O)c2ccc(Cl)cc2)CCN1C(=O)C/C=C/c1ccccc1 (configuration not stated)
    /	/	-14	19	/	/	/	13	3	-0.2
12	COc1cccc(C2/C(=C(\O)c3ccc(OC)c(OC)c3)C(=O)C(=O)N2c2cc(C)on2)c1 (configuration not stated)
    /	10	/	13	-2	6	3	17	2	i
13	Cc1nc(C)n(CC(=O)N2CCCC(C(=O)c3ccc(C(F)(F)F)cc3)C2)n1 (configuration not stated)
    -7	5	1.7	4	32	-15	-1	9	2	-5.7
14	Cc1ccnc2nc(C(=O)NCc3cccs3)nn12
    -7	4	/	5	-10	0	-3	-9	-4	0.7
15	CSc1nsc(SCC(=O)Nc2ccc3c(c2)OCCO3)n1
    -9	4	/	-3	-12	7	-6	10	4	i
16	C=CCNc1nc(NCCO)nc(N2CCCC2)n1
    11	3	/	-9	-8	1	4	-6	-3	-4.3
17	Cc1ccc(N=CC=C2OC(C)(C)C(C)(C)O2)c(C)c1
    -7	-3	/	2	-4	1	-3	2	-4	0.4
18	COc1ccc(Cl)cc1N(CC(=O)NCC(C)C)S(=O)(=O)c1ccc(C)c([N+](=O)[O-])c1
    9	-3	/	12	2	-7	0	-7	-1	-0.2
19	C/C(=N/NC(=O)CN1CCN(S(=O)(=O)c2ccc(Br)cc2)CC1)c1ccncc1
    /	13	2.6	-5	26	-1	-2	-3	-5	-2.4
20	CC(=O)O[C@@]12CO[C@@H]1C[C@H](O)[C@@]1(C)C(=O)[C@H](O)C3=C(C)[C@@H](O)C[C@@](O)([C@@H](OC(=O)c4ccccc4)C12)C3(C)C (some centres not stated)
    -7	1	2.6	-7	17	4	-4	8	4	-0.3
21	Cc1ccc(/C=C(\NC(=O)c2ccccc2)C(=O)OCc2ccccc2)cc1
    6	-3	-0.1	1	-4	-4	0	-5	45	-0.4
22	O=C(Cc1ccccc1)Nc1nccs1
    -9	4	0.3	-1	-6	3	-3	1	-2	-1.2
23	O=C(Cn1cc([N+](=O)[O-])ccc1=O)NC1CCCCC1
    -2	-2	0.0	15	/	-2	/	-12	1	i
24	Cn1c2c(c(=O)n(C)c1=O)C(c1cccc([N+](=O)[O-])c1)Nc1ccccc1O2 (configuration not stated)
    -5	1	/	0	29	3	-1	2	-2	-0.6
25	COc1cc(/C=C/C(=O)OCC(=O)N2CC(C)OC(C)C2)ccc1OCC#N (configuration not stated)
    /	-2	-6.0	-6	/	/	/	5	1	-0.4
26	COC(=O)c1[nH]c2ccc(F)cc2c1NS(=O)(=O)c1ccc(OC)cc1
    -3	1	1.8	10	36	-8	0	7	-1	-0.3
27	CCC(=O)NCCN1CCN(C(=O)CC)CC1
    -19	5	/	-1	3	8	7	-4	9	i
28	C/C(=N\NC(N)=O)c1ccccc1
    /	4	0.7	-4	10	2	2	7	-11	i
29	Cc1ccc2c(c1)c1nnc(SCC(=O)Nc3ccccc3C(F)(F)F)nc1n2CC(=O)O
    -7	6	2.0	-6	28	12	-1	-18	3	-0.4
30	N#Cc1c(N2CCOCC2)nc(N2CCCCC2)c2c1CCN(C1CCCCC1)C2
    3	0	/	/	33	-1	3	/	/	/
31	CC1(c2ccccc2)NC(=O)N(CC(=O)Nc2cc3c(cc2Br)OCCO3)C1=O (configuration not stated)
    -12	0	2.9	4	/	3	/	2	1	i
32	COC(=O)c1ccc(COC(=O)CNC(=O)c2ccc(-c3ccccc3)cc2)cc1
    -3	-20	1.1	8	0	-3	-2	-8	-8	-0.2
33	CC(C)(C)NC(=O)C(c1ccc(-c2ccccc2)cc1)N(C[C@H]1CC[C@@H]([C@@H]2CC[C@H](CO)O2)O1)C(=O)c1cccc(Cl)c1 (some centres not stated)
    -4	11	0.8	16	/	/	/	-9	27	-0.5
34	CC1CCc2nc3ccc(S(=O)(=O)N4CCC(C(=O)NCc5ccccc5Cl)CC4)cc3c(C(=O)O)c2C1 (configuration not stated)
    -3	-10	-1.1	20	3	-6	4	-4	0	-2.0
35	Cc1ccc(CONC(=O)c2cccc(C)c2)cc1
    -18	2	0.0	3	/	-1	/	6	10	i
36	COc1ccc(S(=O)(=O)N2CCSC2C)cc1C (configuration not stated)
    -15	6	1.8	-2	23	/	-11	7	-2	-0.4
37	CCN(CC)CCOC(=O)c1ccc(N/C=C(/C#N)c2nc(-c3ccc(OC)c(OC)c3)cs2)cc1
    4	-12	1.7	-2	48	-14	-16	-6	2	-0.9
38	O=C(O)C1CC=CCC1C(=O)NCc1ccccc1 (configuration not stated)
    -7	6	/	-1	8	4	2	0	-3	i
39	CCc1ccc(C2C(C#N)=C(N)SC(N)=C2C#N)cc1
    -11	-121	/	-2	2	-23	3	6	-8	i
40	COC1CCCN(C(=O)c2ccc(OC3CCN(CCc4ccccc4)CC3)cc2)C1 (configuration not stated)
    6	-2	-1.6	-14	31	-3	3	-11	1	-2.8
41	CC1(C(=O)NS(=O)(=O)c2cccc(Cl)c2)CCN1C(=O)C1CC1 (configuration not stated)
    /	/	-0.1	-3	/	/	/	5	0	-0.4
42	CCCn1cc(CN2CCC(n3nccc3NC(=O)CCOc3ccccc3)CC2)c(C)n1
    1	0	0.3	-1	35	1	-9	-2	7	0.9
43	O=C(O)CCNC(=S)Nc1cccc(F)c1
    -2	2	1.6	5	-9	5	0	12	4	0.5
44	CC(C)(C)CN1CCC(n2nccc2NC(=O)c2ccccc2Cl)CC1
    -4	1	-0.8	2	19	1	-3	-3	6	i
45	COCCNC(C(=O)Nc1cc(Cl)cc(Cl)c1)c1ccccc1 (configuration not stated)
    -19	2	/	8	35	-6	4	13	16	i
46	COc1ccc(OCCSc2nnc(CC(=O)Nc3cccc(Cl)c3Cl)n2C)cc1
    -24	-5	/	-8	24	4	10	12	20	-2.2
47	COc1ccc(CCNC(=O)C(NC(=O)OCc2ccccc2)C(C)C)cc1OC (configuration not stated)
    -7	-2	-0.3	-16	-3	-12	0	-2	-12	0.6
48	O=C(Cc1cccs1)NCc1cccc(C(F)(F)F)c1
    -9	9	0.8	-13	7	6	-3	-1	7	i
49	O=C(c1cccc(C(F)(F)F)c1)N1CCN(C2CCCCC2)CC1
    -10	-4	/	-4	11	5	-3	9	4	6.2
50	COc1cccc(/C=C2\Sc3ccc(C(=O)NCc4cccnc4)cc3N(C)C2=O)c1
    -4	20	-0.4	3	6	-18	4	3	36	0.1
51	Cc1nnc(NC(=O)CSc2nc3c(c(=O)n2C)SC(C)C3)s1 (configuration not stated)
    -9	7	-1.1	3	-1	-1	-4	-2	0	-0.3
52	O=C(CCc1ccccc1)Nc1nnc(-c2cccs2)o1
    -5	7	-1.0	4	23	-2	-6	9	3	-0.3
53	CC(C)c1ccccc1NC(=O)COC(=O)CNC(=O)c1ccc(Br)cc1
    6	0	-0.5	-11	18	-1	2	-5	-3	i
54	COc1cccc(/C=N/NC(=O)c2cccc([N+](=O)[O-])c2)c1OS(=O)(=O)c1ccccc1
    /	4	/	-11	21	-9	3	-22	-5	i
55	COc1ccc(/C=C/C(=O)NCCCN2CCCCCC2)cc1
    21	21	1.0	0	-2	-4	-4	-8	14	i
56	COc1ccccc1C(=O)N/C(=C\c1cn(S(=O)(=O)N(C)C)c2ccccc12)C(=O)NCCN1CCOCC1
    -7	-3	/	/	-2	4	-5	/	17	-0.3
57	c1ccc(-n2nnnc2CN2CCOCC2)cc1
    -6	-8	0.1	8	13	0	1	-2	-3	2.3
58	CC(C)[C@H](NC(=O)C1CCN(S(=O)(=O)c2ccccc2)CC1)C(=O)NCc1ccc(F)cc1
    -2	-1	-1.1	19	11	7	-3	2	9	i
59	CCOC(=O)C1(Cc2ccccc2)CCN(Cc2cccn2-c2cccnc2)CC1
    13	4	0.1	2	30	6	4	3	29	-0.5

One compound at a time, as listed above:
O=C(Cc1cccs1)NCc1cccc(C(F)(F)F)c1 across the screens: PriA SSB inh: -9; MazF activator: 9; TcdB GH inh: 0.8; CCHF vOTU inh: -13; DUSP3 inh: 7; Rv3671c protease: 6; SARS 3CLpro inh: -3; PrPC TRFRET: -1; Y pestis TopoI: 7; Vc quorum ag: i
c1ccc(-n2nnnc2CN2CCOCC2)cc1 across the screens: PriA SSB inh: -6; MazF activator: -8; TcdB GH inh: 0.1; CCHF vOTU inh: 8; DUSP3 inh: 13; Rv3671c protease: 0; SARS 3CLpro inh: 1; PrPC TRFRET: -2; Y pestis TopoI: -3; Vc quorum ag: 2.3
